CIT2-GFP yeast: modulators of TOR pathway CIT2-GFP in S. cerevisiae; S. cerevisiae CIT2-GFP strain, flow cytometry, 3 h; 100 means same as DMSO wells; GFP response vs DMSO, % at 10 µM; 320,000 tested, 0.065% active;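 active means GFP response relative to DMSO above a set limit, near the screen mean plus 3 SD, cut at about 150% in these data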;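 further: ratio of well median GFP fluorescence to mean of DMSO wells on the plate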
AGP1 TOR yeast: modulators of TOR pathway AGP1-GFP in S. cerevisiae; S. cerevisiae AGP1-GFP multiplex flow cytometry, 3 h; GFP as percent of DMSO wells; GFP response vs DMSO, % at 10 µM; 320,000 tested, 0.02% active;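 active means GFP response relative to DMSO above a set limit, near screen average plus 3 SD, cut at about 150% in these data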;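 further: median GFP channel fluorescence of the gated AGP1 strain per well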
LAP4 TOR yeast: alters LAP4-GFP fluorescence in TOR pathway yeast screen; S. cerevisiae LAP4-GFP multiplex, flow cytometry GFP, 3 h; median GFP as percent of DMSO wells; GFP response vs DMSO, % at 10 µM; 320,000 tested, 0.34% active; AID 2023;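 active means GFP response vs DMSO above a set limit, about the screen mean plus 3 SD, cut at about 150% in these data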
CR mimetic SO: yeast age-related superoxide inhibition as caloric restriction mimetic. S. cerevisiae aged cells, superoxide DHE fluorescence; hits give low values. superoxide response (% of plate mean), % at 10 µM. 330,000 tested, 0.18% active. AID 2690;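 active means superoxide response under a set limit, about three screen SD below normal, cut at about 65% in these data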;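 further: yeast aged for seven days with compound at 30 °C before DHE staining; 100% = average MFI of all compound-treated wells on the plate with controls excluded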
GRK2 aptamer HTS: inhibitors of human GRK2 displacing RNA aptamer. inhibition of aptamer binding, % at 10 µM. 330,000 tested, 0.59% active. P25098. bead flow cytometry, FAM-aptamer displacement from GRK2;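 active means inhibition of aptamer binding above 40%, roughly 3 SD of noise, on plates passing a quality check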;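 further: median bead fluorescence of bound FAM aptamer so fluorescent compounds give negative values; no value below 0 was filed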
Target sequence (P25098 whole entry, looked up): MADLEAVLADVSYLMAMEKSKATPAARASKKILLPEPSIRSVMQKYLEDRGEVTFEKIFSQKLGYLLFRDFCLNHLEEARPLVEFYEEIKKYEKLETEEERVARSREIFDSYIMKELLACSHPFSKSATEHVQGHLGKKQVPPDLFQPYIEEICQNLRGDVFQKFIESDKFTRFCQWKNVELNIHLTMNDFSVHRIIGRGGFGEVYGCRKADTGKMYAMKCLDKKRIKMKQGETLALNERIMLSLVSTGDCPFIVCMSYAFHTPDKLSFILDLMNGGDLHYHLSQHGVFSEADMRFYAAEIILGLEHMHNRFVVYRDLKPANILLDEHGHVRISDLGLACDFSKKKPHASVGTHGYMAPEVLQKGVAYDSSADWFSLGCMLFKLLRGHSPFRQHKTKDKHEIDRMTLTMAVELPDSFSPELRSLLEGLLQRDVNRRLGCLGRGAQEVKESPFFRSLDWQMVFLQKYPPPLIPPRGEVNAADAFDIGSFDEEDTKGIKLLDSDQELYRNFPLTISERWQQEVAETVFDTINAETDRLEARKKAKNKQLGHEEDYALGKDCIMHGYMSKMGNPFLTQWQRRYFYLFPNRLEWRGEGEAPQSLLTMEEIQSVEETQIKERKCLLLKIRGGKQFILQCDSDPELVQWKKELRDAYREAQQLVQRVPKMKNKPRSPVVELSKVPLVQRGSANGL
VLA-4 inh: inhibition in a human VLA-4 binding assay; 330,000 tested, 0.2% active; VLA-4 expressing cells, ligand binding flow cytometry; P13612; inhibition, % (about 7 µM as worked out from the volumes in the protocol); in the data active means inhibition above about 50%
RPL19A-GFP yeast: alters RPL19A-GFP fluorescence in TOR pathway yeast screen. 330,000 tested, 0.3% active. percent response vs DMSO, % at 10 µM. S. cerevisiae RPL19A-GFP strain, flow cytometry, 3 h; hits give low values;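 active means percent response vs DMSO below 50%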;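 further: median channel GFP fluorescence of the barcoded RPL19A-GFP strain; ratio of sample median GFP to plate DMSO average so 100% = DMSO; lower means less RPL19A-GFP as with rapamycin TOR inhibition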
MEP2 TOR yeast: yeast TOR pathway MEP2-GFP modulation. S. cerevisiae MEP2-GFP strain, flow cytometry GFP, 3 h; 100% = DMSO control level. 330,000 tested, 0.51% active. GFP response vs DMSO, % at 10 µM;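 active means GFP response versus DMSO above a set limit, roughly screen mean plus 3 SD, cut at about 180% in these data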;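 further: median GFP fluorescence of the barcode-gated MEP2-GFP cells per well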
An asterisk follows results filed as active.

1	Cc1ccc(SCC(=O)O/N=C(\N)c2ccc([N+](=O)[O-])cc2)cc1
2	COc1cc(C(=O)NC(=S)N(CCc2ccccc2)CCc2ccccc2)cc(OC)c1OC
3	COc1cccc(-c2nnc(NC(=O)c3ccco3)s2)c1
4	CCOC(=O)Cn1c(=O)oc2cc(S(=O)(=O)NC(C)(C)CC)ccc21
5	O=C(OCc1nnc(-c2ccccc2)o1)c1ccc2ccccc2n1
assay / compound	1	2	3	4	5
AGP1 TOR yeast	95	91	26	104	88
MEP2 TOR yeast	94	89	118	109	101
CR mimetic SO	83	108	118	89	100
GRK2 aptamer HTS	0	2	0	0	0
VLA-4 inh	2	-1	1	-8	8
LAP4 TOR yeast	91	89	90	109	118
CIT2-GFP yeast	93	92	111	101	89
RPL19A-GFP yeast	92	99	87	100	98

6	COc1cccc(-n2cc(C(=O)O)c3ccccc3c2=O)c1
7	CC(=O)Nc1ccc(NC(=O)CSc2ncnc3c2cnn3Cc2ccccc2)cc1
8	CC(C)OC(=O)N(C)c1ccc(C(O)(C(F)(F)F)C(F)(F)F)cc1
9	Cc1cc(Oc2ccccc2)nc(SCC(=O)Nc2ccccc2)n1
10	NC(=O)C(=O)NCCCN1CCOCC1
assay / compound	6	7	8	9	10
AGP1 TOR yeast	97	105	104	95	98
MEP2 TOR yeast	102	101	101	107	92
CR mimetic SO	92	89	116	105	94
GRK2 aptamer HTS	2	0	0	0	3
VLA-4 inh	9	0	4	70*	-1
LAP4 TOR yeast	93	116	96	105	99
CIT2-GFP yeast	98	99	100	89	92
RPL19A-GFP yeast	97	99	98	97	96

11	O=[N+]([O-])c1cccc(-c2ncc3ccccn23)c1
12	O=C(N/N=C/c1ccc(N2CCOCC2)cc1)C1COc2ccccc2O1 (stereo not drawn)
13	Cc1nnc(N(C)C(=O)c2ccncc2)s1
14	Cc1cccc(OCC(=O)NC2CCCC2)c1
15	CC(=O)N1CCOc2ccc(S(=O)(=O)N3CCC(C(=O)NCc4ccc(F)cc4)CC3)cc21
assay / compound	11	12	13	14	15
AGP1 TOR yeast	84	98	99	93	89
MEP2 TOR yeast	94	100	99	98	96
CR mimetic SO	109	88	83	89	88
GRK2 aptamer HTS	0	3	0	1	3
VLA-4 inh	16	8	23	-2	20
LAP4 TOR yeast	101	101	110	98	90
CIT2-GFP yeast	86	102	95	97	94
RPL19A-GFP yeast	91	95	100	101	92

16	Cc1ccc(S(=O)(=O)NCC(=O)OCc2cc(=O)oc3cc(C)ccc23)cc1
17	O=C(Nc1ccc(F)cc1)c1cc(-c2ccccn2)nc2c(Cl)cccc12
18	CCn1c(/C(C#N)=N/O)nc2ccccc21
19	CCOC(=O)c1cnc2cc(-c3ccc(C)cc3)nn2c1-c1ccccc1
20	CC(=O)c1ccc(NC(=O)CCNC(=O)c2ccccc2Cl)cc1
assay / compound	16	17	18	19	20
AGP1 TOR yeast	99	96	101	90	95
MEP2 TOR yeast	95	95	99	91	101
CR mimetic SO	89	90	95	107	94
GRK2 aptamer HTS	0	2	0	1	1
VLA-4 inh	10	-7	25	6	-2
LAP4 TOR yeast	87	83	104	89	92
CIT2-GFP yeast	96	98	101	95	100
RPL19A-GFP yeast	94	97	98	87	101

21	Cc1ccc(N2C(=O)CC(C3CCCO3)C2=O)cc1 (stereo not drawn)
22	COC(=O)c1sc2nc(CSc3ccc(Br)cc3)[nH]c(=O)c2c1C
23	c1ccc(CSc2ncnc3c2oc2ccccc23)cc1
24	CCOc1ccc(-n2c(=O)cc(N3CCN(c4ccc(F)cc4)CC3)[nH]c2=O)cc1
25	CC(=O)N1CCN(Cc2nc3cc(NC(=O)Cn4nc(C)c5ccccc5c4=O)ccc3n2C)CC1
assay / compound	21	22	23	24	25
AGP1 TOR yeast	103	93	98	99	107
MEP2 TOR yeast	100	103	98	101	106
CR mimetic SO	99	109	103	94	93
GRK2 aptamer HTS	0	0	1	1	1
VLA-4 inh	-145	2	0	-10	10
LAP4 TOR yeast	103	97	91	96	101
CIT2-GFP yeast	100	93	95	103	105
RPL19A-GFP yeast	101	94	96	98	104

26	Cc1ccc(NC(=O)CN2C(=O)S/C(=C\c3cccn3C)C2=O)cc1
27	COc1cc(OC)cc(C(=O)Nc2c(C)nn(-c3ccccc3)c2C)c1
28	COc1ccc(NC(=S)NC(=O)c2cc3ccccc3o2)c(OC)c1
29	COc1cc2[nH]c(=S)nc(NCc3ccc(Cl)cc3)c2cc1OC
30	Cc1nc(C(C)(C)O)n(-c2ccccc2)n1
assay / compound	26	27	28	29	30
AGP1 TOR yeast	102	107	90	101	97
MEP2 TOR yeast	104	93	95	101	105
CR mimetic SO	110	102	89	81	106
GRK2 aptamer HTS	1	2	2	0	4
VLA-4 inh	7	1	8	1	9
LAP4 TOR yeast	104	109	66	97	103
CIT2-GFP yeast	102	103	106	102	104
RPL19A-GFP yeast	101	94	105	99	98

31	COc1ccc(N2CC(C(=O)NCc3nnnn3-c3ccc(C)c(C)c3)CC2=O)cc1 (stereo not drawn)
32	CC(C)c1nc2ccccc2c2nnc(SCC(=O)NCc3ccco3)n12
33	CN(Cc1ccccc1)S(=O)(=O)c1ccc(Cl)c(C(=O)NCc2ccncc2)c1
34	CCN(Cc1ccccc1)C(=O)c1oc2ccc(C)cc2c1C
35	Cc1ccc(NC(=O)CSCc2cc(=O)n3ccsc3n2)c(C)c1
assay / compound	31	32	33	34	35
AGP1 TOR yeast	104	104	103	102	104
MEP2 TOR yeast	105	106	89	98	98
CR mimetic SO	106	120	92	104	90
GRK2 aptamer HTS	0	1	2	0	0
VLA-4 inh	-4	7	0	-3	1
LAP4 TOR yeast	102	102	105	89	105
CIT2-GFP yeast	104	92	97	98	98
RPL19A-GFP yeast	102	96	96	104	102

36	CCC1(c2ccccc2)NC(=O)N(CC(=O)NNC(=O)COc2ccc(Cl)cc2C)C1=O (stereo not drawn)
37	O=C(CCC(=O)N1CCN(c2ccc(F)cc2)CC1)c1ccc(F)cc1
38	CCn1cc(C(=O)Nc2cc(C)ccc2C)c(=O)c2ccc(C)nc21
39	COc1cc(/C=C2\CCOC2=O)cc(OC)c1OC
40	C/C(=N\NC(N)=O)c1cccc(Cl)c1
assay / compound	36	37	38	39	40
AGP1 TOR yeast	97	95	108	89	101
MEP2 TOR yeast	98	91	94	95	107
CR mimetic SO	89	114	105	99	96
GRK2 aptamer HTS	0	0	3	0	0
VLA-4 inh	4	7	4	-5	9
LAP4 TOR yeast	110	99	101	95	98
CIT2-GFP yeast	90	83	106	93	102
RPL19A-GFP yeast	99	98	98	98	101

41	O=C(OCC(=O)N1CCC(Cc2ccccc2)CC1)c1ccc(CO)cc1
42	CCCCCCCCCCOC(=O)C[N+](C)(C)CC1CCCCC1O (stereo not drawn)
43	O=C(N/N=C/c1cccnc1)C1CCCCC1
44	O=C(NCCN1CCOCC1)C(=O)NCC1OCCN1S(=O)(=O)c1cc(F)ccc1F (stereo not drawn)
45	O=C1CN(C(=O)NCC(=O)N[C@@H](C(=O)O)c2ccccc2)c2ccccc2N1
assay / compound	41	42	43	44	45
AGP1 TOR yeast	110	104	108	101	97
MEP2 TOR yeast	104	109	106	109	105
CR mimetic SO	84	90	99	94	88
GRK2 aptamer HTS	3	0	2	2	0
VLA-4 inh	7	1	2	21	0
LAP4 TOR yeast	114	100	99	98	99
CIT2-GFP yeast	102	109	101	105	98
RPL19A-GFP yeast	102	112	102	102	100

46	CC1=NNC(=O)C1Cc1ccc(F)cc1 (stereo not drawn)
47	O=C(Nc1ccccc1Cl)c1ccc2c(=O)n3c(nc2c1)CCC3
48	COc1ccc(CCNC(=O)C2CC(=O)N(C3CCCC3)C2)cc1OC (stereo not drawn)
49	COc1cc(/C=N/NC(=O)c2ccccn2)cc2c1OCO2
50	CCC(C)(O)c1[nH]c2ccc(C(F)(F)F)cc2c1C (stereo not drawn)
assay / compound	46	47	48	49	50
AGP1 TOR yeast	104	87	100	93	85
MEP2 TOR yeast	105	89	103	104	96
CR mimetic SO	97	117	112	94	95
GRK2 aptamer HTS	2	0	1	1	0
VLA-4 inh	18	15	-8	0	19
LAP4 TOR yeast	110	93	98	95	121
CIT2-GFP yeast	93	89	104	96	74
RPL19A-GFP yeast	98	89	95	97	95

51	CC12CCC(=O)N1C(C(=O)OCC(=O)Nc1ccc(Cl)c(Cl)c1)CS2 (stereo not drawn)
52	Cc1cc(C(=O)N2CCN(C/C=C/c3ccccc3)CC2)cs1
53	Cc1c(Cl)cccc1N(CC(=O)N1CCCCCC1)S(C)(=O)=O
54	CCOCCCNC(=O)c1cn(C)c2ccc(S(=O)(=O)N3CCCC3)cc2c1=O
55	O=S(=O)(c1cccc(C(F)(F)F)c1)N1CCN(c2ccccc2)CC1
assay / compound	51	52	53	54	55
AGP1 TOR yeast	104	103	106	99	98
MEP2 TOR yeast	111	97	102	98	93
CR mimetic SO	94	89	86	89	127
GRK2 aptamer HTS	1	0	3	1	2
VLA-4 inh	5	-2	4	16	1
LAP4 TOR yeast	107	101	97	88	99
CIT2-GFP yeast	102	106	103	95	94
RPL19A-GFP yeast	98	100	103	93	92

56	COCC(=O)N1CCC(Oc2ccc(C(=O)N(C)C(C)c3ccon3)cc2)CC1 (stereo not drawn)
57	CCN(CC)CCNC(=S)Nc1ccc(Cl)cc1
58	COc1ccccc1CCNC(=O)C(=O)NCC1OCCN1C(=O)c1ccc(Cl)cc1 (stereo not drawn)
59	Cc1cccc(N(CC(=O)NCCSCc2ccccc2)S(C)(=O)=O)c1C
60	CCn1nnnc1SCC(=O)Nc1ccc2c(c1)OCCO2
assay / compound	56	57	58	59	60
AGP1 TOR yeast	103	90	114	100	99
MEP2 TOR yeast	101	97	105	103	99
CR mimetic SO	97	104	93	85	107
GRK2 aptamer HTS	0	0	0	0	1
VLA-4 inh	4	4	6	-1	-3
LAP4 TOR yeast	104	82	133	107	94
CIT2-GFP yeast	100	96	107	92	107
RPL19A-GFP yeast	104	98	102	99	99

61	CCOC(=O)CN1C(=O)S/C(=C/c2cccc([N+](=O)[O-])c2O)C1=O
62	Cc1ccc(CNC(=O)C2C3C=CC(C3)C2C(=O)O)cc1 (stereo not drawn)
63	CCN(CC(=O)Nc1ccc(NC(C)=O)cc1)C(=O)/C=C/c1cccs1
64	O=C(O)CC1(c2ccc(F)cc2)C2CC3CC(C2)CC1C3 (stereo not drawn)
65	O=C(CCc1c[nH]c2ccccc12)N=Nc1c(O)[nH]c2ccccc12
66	O=C(CSc1nc(=O)n(CCCN2CCOCC2)c2c1CCC2)Nc1ccc(F)cc1F
67	O=C(Nc1ccc(Cl)c(-c2nc3ccccc3[nH]2)c1)c1cccnc1
68	COCCNC(=O)C(c1ccncc1)N(Cc1ccccc1)C(=O)Cn1nnc2ccccc21 (stereo not drawn)
assay / compound	61	62	63	64	65	66	67	68
AGP1 TOR yeast	112	102	93	82	96	106	120	98
MEP2 TOR yeast	112	104	100	97	93	106	113	115
CR mimetic SO	105	93	109	100	104	101	77	101
GRK2 aptamer HTS	1	3	0	0	2	2	0	6
VLA-4 inh	-4	5	54*	8	20	5	-2	5
LAP4 TOR yeast	109	100	90	83	97	100	108	100
CIT2-GFP yeast	104	102	93	97	100	103	112	103
RPL19A-GFP yeast	106	100	97	100	94	99	110	103

Screening data as filed in PubChem BioAssay.
